Rac1 wt GTP bind = modulators of human Rac1 wildtype GTP binding. hit rate 0.27% among 190,000. GTP binding activity (% of control), % at 10 µM. GST-Rac1 beads, fluorescent GTP binding, flow cytometry; actives lie on both sides; 0 = cold GTP competed, 100 = untreated. AID 757;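 active = GTP binding activity at least 20 points away from the 100% control level, either lower or higher; inconclusive = compound flagged as likely green fluorescent, judged across all proteins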
Cdc42 wt GTP = human Cdc42 wildtype GTP binding change, either direction | GST-Cdc42 beads, Bodipy-GTP binding, flow cytometry; actives lie on both sides | hit rate 0.2% among 190,000 | percent activity (GTP binding), % at 10 µM | P60953;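 active = percent activity GTP binding at least 20 points away from the 100% baseline, either down as inhibitor or up as activator; inconclusive = compound flagged as likely green fluorescent from well-wide comparison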;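 also: median bead fluorescence of bound Bodipy-FL-GTP at 100 nM; 0% = excess unlabeled GTP control and 100% = no compound control; below 100% means less GTP binding so inhibitor and above means activator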
Target sequence (P60953 whole entry, looked up): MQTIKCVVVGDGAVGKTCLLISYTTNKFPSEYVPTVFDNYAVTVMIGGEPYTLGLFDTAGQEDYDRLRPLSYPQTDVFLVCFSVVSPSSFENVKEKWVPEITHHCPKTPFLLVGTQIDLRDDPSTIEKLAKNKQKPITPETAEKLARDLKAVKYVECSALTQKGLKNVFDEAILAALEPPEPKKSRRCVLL
Rab7 wt modul = dog Rab7 wildtype GTP binding, inhibitors and activators | hit rate 0.055% among 190,000 | GTP binding activity (percent of control), % at 10 µM | AID 758 | GST-Rab7 beads, fluorescent GTP binding, flow cytometry; actives lie on both sides; untreated = 100%, excess cold GTP = 0%;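 active = fluorescent GTP binding to Rab7 beads changed by at least 20 points from the 100% baseline, either direction, mostly lower; inconclusive = compound itself probably fluorescent, or too few beads counted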;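 also: median green fluorescence of bound Bodipy-FL-GTP per Rab7 bead population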
Mcl1-Bid inh = disrupts binding of human Mcl-1 to Bid peptide. Q07820. AID 1021. hit rate 0.97% among 220,000. inhibition, % at 21.7 µM. TR-FRET Mcl-1/Bid-Dy647 peptide binding, 1536-well;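 active = compounds that cut the binding signal by more than half at the single screening dose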;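 also: His-tagged Mcl-1 with europium anti-His antibody binding Bid BH3 peptide; 0% = Mcl-1 plus peptide wells and 100% = peptide-only wells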
HRas wt GTP = human HRas wildtype GTP binding, change in either direction. P01112. GST-Ras wt beads, Bodipy-FL-GTP binding, flow cytometry; actives lie on both sides. GTP binding activity, % at 10 µM. hit rate 0.14% among 190,000. AID 759;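 active = GTP binding activity at least 20% away from the 100% baseline, either lowered as inhibitor or raised as activator; inconclusive = flagged as likely green fluorescent, judged across all proteins in the well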;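 also: 0% = unlabeled GTP competition control and 100% = no-compound control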
Target sequence (P01112 whole entry, looked up): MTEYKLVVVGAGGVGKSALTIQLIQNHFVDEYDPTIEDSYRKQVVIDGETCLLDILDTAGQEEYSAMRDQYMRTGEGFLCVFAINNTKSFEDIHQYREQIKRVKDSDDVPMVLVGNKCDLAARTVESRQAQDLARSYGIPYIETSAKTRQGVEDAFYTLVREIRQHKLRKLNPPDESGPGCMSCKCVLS
Bim-Mcl-1 = human Bim-Mcl-1 interaction inhibition; Q07820; hit rate 0.1% among 190,000; inhibition, % at 10 µM; Bead-based flow cytometry, Bim peptide-Mcl-1 binding; in the data active = inhibition above about 40%;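 also: 0% = no compound tracer wells and 100% = peptide blocker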
Rab2 wt GTP = changes GTP binding to wildtype dog Rab2A, up or down. P61105. GST-Rab2 wt beads, Bodipy-GTP binding, flow cytometry. GTP binding activity, % at 10 µM. hit rate 0.19% among 190,000;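 active = GTP binding activity at least 20 points away from 100%, either lowered or raised; inconclusive = signal likely due to the compound's own green fluorescence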;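 also: 0% = beads with excess unlabeled GTP and 100% = no-compound control corrected for plate trend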
RGS8-Gao reg = human RGS8-Galphao interaction regulation | P09471 | multiplexed bead flow cytometry, RGS8-Galphao binding; actives lie on both sides | response (percent of control binding), % at 10 µM | hit rate 0.34% among 220,000 | AID 1423; in the data active = response below about 60% or above about 140%; inactive = in between;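 also: Galphao activated as the GDP aluminium fluoride complex binding bead-coupled RGS8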
Target sequence (P09471 whole entry, looked up): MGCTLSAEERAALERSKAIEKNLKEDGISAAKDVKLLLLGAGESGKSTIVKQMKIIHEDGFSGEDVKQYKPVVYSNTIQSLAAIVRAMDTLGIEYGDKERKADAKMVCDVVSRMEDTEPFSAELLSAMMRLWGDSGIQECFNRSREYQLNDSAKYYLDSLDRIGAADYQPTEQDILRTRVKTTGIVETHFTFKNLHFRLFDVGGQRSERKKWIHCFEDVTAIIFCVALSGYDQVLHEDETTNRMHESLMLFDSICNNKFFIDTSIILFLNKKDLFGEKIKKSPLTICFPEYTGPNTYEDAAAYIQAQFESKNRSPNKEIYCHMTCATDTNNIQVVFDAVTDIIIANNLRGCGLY
Rac1 mut GTP = alters GTP binding to activated mutant human Rac1. hit rate 0.11% among 190,000. P63000. percent activity (GTP binding), % at 10 µM. GST-Rac1 activated beads, fluorescent GTP binding, flow cytometry; actives lie on both sides; 100% means binding = to untreated wells. AID 764;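 active = GTP binding at least 20 percentage points away from the 100% baseline, in either direction, so actives lie on both sides; inconclusive = Compound likely fluorescent itself, or too few beads counted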
Mcl1-Noxa inh = Mcl-1/Noxa interaction inhibition. inhibition, % at 21.7 µM. TR-FRET Mcl-1/Noxa peptide binding, 2 h. Q07820. hit rate 1.5% among 220,000;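 active = compounds that cut the protein-peptide binding signal by more than 50% relative to plate controls in a single-dose test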;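 also: His-tagged Mcl-1 with rhodamine Noxa BH3 peptide and terbium anti-His antibody; 0% = Mcl-1 plus Noxa peptide wells and 100% = peptide-only wells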
Pf gametocyte = kills late stage P. falciparum gametocytes | hit rate 0.065% among 150,000 | AID 743093 | P. falciparum stage V gametocytes, ATP luminescence, 24 h | inhibition, % at 10.9 µM;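 active = inhibition above the mean plus 3 SD of compounds within the control limits, set per campaign, cut at about 38% in these data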;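 also: 0% = DMSO wells and 100% = medium only without gametocytes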
* marks the source's active call; other numbers are inactive results; u = inconclusive; x = not tested or not shown.

SMILES	Rac1 wt GTP bind	Cdc42 wt GTP	Rab7 wt modul	Mcl1-Bid inh	HRas wt GTP	Bim-Mcl-1	Rab2 wt GTP	RGS8-Gao reg	Rac1 mut GTP	Mcl1-Noxa inh	Pf gametocyte
OCc1ccccc1NC(=S)Nc1cccnc1	100	100	100	-63	100	-1	99	100	98	7	x
O=C(CCS(=O)(=O)c1ccc(Cl)cc1)OCC(=O)N1CCCCC1	105	101	99	17	101	0	100	103	99	-7	x
CC(C)CCNC(=O)Cn1c2c(c(-c3ccccc3Cl)cc1=O)CCC2	107	105	103	8	103	8	102	103	102	9	x
CC1CN(C(=O)COC(=O)c2c(Cl)cccc2Cl)CC(C)O1 (stereo not given)	100	101	99	-11	98	-2	100	101	97	20	8
CCC1(C)Cc2c(sc3nc(SC)nc(N)c23)CO1 (stereo not given)	102	100	101	-6	102	-3	102	109	99	-5	x
Cc1cccc(C(=O)NCCc2nnc(SCC(=O)Nc3nc(C)cs3)n2C)c1	96	99	104	9	101	2	103	106	96	16	-26
COc1ccc(NC(=O)CSc2ccccc2)c([N+](=O)[O-])c1	96	96	97	-40	96	0	97	101	95	-8	-13
CC1CCCCC1NC(=O)COC(=O)c1c2c(nc3ccccc13)/C(=C/c1ccco1)CC2 (stereo not given)	98	99	101	-47	98	8	98	98	95	52*	-14
CC(=O)c1cccc(NC(=S)NC(=O)CC(C)(C)C)c1	105	103	101	-63	103	0	102	96	102	3	x
Cc1cc(N=Cc2c(O)n(-c3cccc(Cl)c3)c(=O)c3ccccc23)no1	105	102	98	9	100	2	100	101	102	18	-13
O=C1CC(c2ccco2)CC2=C1C=Nc1ccccc1N2 (stereo not given)	106	105	95	-12	97	-1	98	101	97	8	x
COc1ccc(C2=NO[C@@H]3C(=O)N(c4cccc(C)c4C)C(=O)[C@H]23)cc1OC	97	99	98	-5	98	0	98	101	97	6	22
Cc1cc(/C=C(\C#N)C(=O)NCc2cccs2)c(C)n1-c1ccc([N+](=O)[O-])cc1	101	94	97	-19	99	0	96	103	97	-3	x
Cc1ccc2nc(SCC(=O)Nc3cc(C(C)(C)C)nn3-c3ccccc3)[nH]c2c1	103	102	98	-7	101	-5	101	100	101	12	x
O=C(O)c1ccn(Cn2cnc3ccccc32)n1	107	105	106	3	105	0	102	100	100	22	7
CC(=Nc1cccc(C)c1)c1sc2ccccc2c1O	105	102	102	-24	98	0	100	102	100	24	x
C=CCNC(=S)N/N=C(\C)c1cccc(NC(C)=O)c1	96	93	91	-45	93	-1	95	96	96	-1	18
CC(=O)OC(C(=O)NC1CCCCC1)c1cccc(C)c1 (stereo not given)	105	106	99	-5	101	4	100	100	98	-3	-10
COCCn1c(C)cc(C(=O)COC(=O)c2n[nH]c3ccccc23)c1C	103	103	103	-41	102	-3	102	100	100	7	-15
COC(=O)c1cc(NC(=O)c2ccccc2)c(=O)oc1/C=C/Nc1ccc(Oc2ccccc2)cc1	u	u	u	-37	u	x	u	114	u	4	-10
COC(=O)/C=C1\SC(N2CCOCC2)=C(c2ccc(OC)cc2)C1=O	97	97	98	-20	98	-4	97	85	93	4	6
CCCCN(C(=O)NC(=O)Nc1ccc(C)cn1)S(C)(=O)=O	104	102	101	-5	102	-1	100	98	99	-6	-4
CCOC(=O)c1sc(NC(=O)CSc2nnnn2-c2ccc(C)cc2)c(C(=O)OCC)c1C	106	106	99	-23	104	-1	107	114	102	-3	-13
CC(=O)Oc1ccccc1C1=NN(C(C)=O)C(c2ccccc2)C1 (stereo not given)	100	97	103	-35	99	30	99	101	98	-7	-16
Cn1c(C(=O)NCCN2CCN(c3ccccc3F)CC2)cc2c(=O)n(C)c3ccccc3c21	100	103	101	-1	97	1	97	100	96	5	x
Cc1ccc2nc(NC(=O)Cc3cccs3)sc2c1	100	100	92	-1	100	-3	102	90	99	3	x
CN(C)c1nc(N(C)C)nc(N(C#N)CN2C(=O)c3ccccc3S2(=O)=O)n1	100	99	101	-24	97	4	100	99	96	-4	x
CC1CCN(C(=O)CNC(=O)c2cccc(OC(F)F)c2)CC1	102	99	112	-9	102	19	101	101	96	2	-19
CCOc1ccc(NC(=O)NNC(=O)c2ccc(Cl)cc2Cl)cc1	96	93	93	-41	92	3	92	102	94	-3	-4
CCc1nnc(NS(=O)(=O)c2ccc(N/C=C/C(=O)c3ccc(OC)cc3)cc2)s1	84	83	91	-16	89	-2	87	102	85	13	3
COc1ccc(C(=O)Nc2cc(OCc3ccccc3)c(Cl)cc2Cl)cc1	97	101	97	6	99	1	98	103	98	28	1
Cc1ccccc1C(=O)Nc1nc(=S)ss1	u	u	u	7	u	-2	u	95	u	6	0
O=S(=O)(NC1CCCCC1Sc1ncccn1)c1ccc(Cl)cc1 (stereo not given)	102	100	98	-30	99	4	99	78	99	-4	-12
CC1=CCC(C(=O)O)C(C(=O)Nc2cccnc2)C1 (stereo not given)	98	97	105	-28	97	6	98	100	95	15	-6
C=CCSc1nccc(-c2cc(Cl)sc2Cl)n1	101	100	101	-14	102	0	101	105	98	2	3
Cc1cccc(C)c1NC(=S)NCCSc1ccc(Cl)cc1	102	103	106	-1	101	-3	101	99	95	9	0
COc1cccc(CNc2ccc(N3CCC(C)CC3)cc2)c1OC	100	98	99	-48	99	-1	99	67	98	18	-8
COc1ccc(OC)c(C2C3=C(COC3=O)Nc3cc4c(cc32)OCO4)c1 (stereo not given)	u	u	u	-15	u	-2	u	102	u	-9	6
COc1ccc(-c2csc(Cc3nnc(N4CCOCC4)n3-c3ccccc3)n2)cc1	99	98	96	-22	103	-2	96	98	95	-5	x
CC(C)(C)OC(=O)NC(CO)c1cn([C@@H](Cc2cc3ccccc3[nH]2)C(=O)N2CCN(C(=O)OC(C)(C)C)CC2)nn1 (stereo not given in full)	95	97	97	-12	96	4	97	97	97	-7	-6
CC(C(=O)Oc1ccc2c(c1)OCO2)N1C(=O)c2ccccc2C1=O (stereo not given)	97	95	97	1	94	-3	95	98	98	12	x
COc1ccc(CC(=O)Nc2c3c(nn2-c2cccc(Cl)c2)CS(=O)C3)cc1 (stereo not given)	101	97	97	-4	98	-4	96	100	98	8	8
COc1ccc(S(=O)(=O)N2CCCCC2)cc1NC(=O)c1ccc([N+](=O)[O-])o1	74*	82	97	-19	86	10	84	103	87	9	x
COc1ccc(CN(C(=O)c2cnccn2)C(C(=O)Nc2ccc(F)cc2)c2ccccc2)cc1 (stereo not given)	107	102	104	1	101	-6	102	101	99	2	-11
CCc1ccccc1OCCCOc1ccc(OC)cc1	92	94	94	-4	94	1	91	99	89	x	x
CCOC(=O)CC1(C)SC(NC(C)=O)=NN1C(C)=O (stereo not given)	101	99	94	-12	97	-2	99	105	97	9	3
CCSC1=NCCN1C(=O)Cc1ccc(-c2ccccc2)cc1	102	95	99	14	96	-3	96	100	98	25	-7
N#CC1=C(N)NC(SCC(=O)Nc2ccc(Br)cc2)=C(C#N)C12CCCCC2	102	96	102	-52	99	-1	99	102	94	-26	x
CC(=O)c1c(C(C)=O)c(C)n(NC(=O)c2ccccc2Cl)c1C	92	96	94	-37	96	0	93	98	93	2	3
C=CCN(c1cccc(C(F)(F)F)c1)S(=O)(=O)c1cccc(C(=O)OCC(=O)NC(N)=O)c1	103	105	103	-3	102	-4	101	99	103	15	8

Reprinted from the part before: two compounds; new compounds follow.
SMILES	Rac1 wt GTP bind	Cdc42 wt GTP	Rab7 wt modul	Mcl1-Bid inh	HRas wt GTP	Bim-Mcl-1	Rab2 wt GTP	RGS8-Gao reg	Rac1 mut GTP	Mcl1-Noxa inh	Pf gametocyte
CC(=O)c1c(C(C)=O)c(C)n(NC(=O)c2ccccc2Cl)c1C	92	96	94	-37	96	0	93	98	93	2	3
C=CCN(c1cccc(C(F)(F)F)c1)S(=O)(=O)c1cccc(C(=O)OCC(=O)NC(N)=O)c1	103	105	103	-3	102	-4	101	99	103	15	8
COc1cc(-n2c(=O)c3ccccc3n(CC(=O)c3ccc(F)cc3)c2=O)cc(OC)c1OC	103	102	99	7	101	-2	98	96	101	-39	-11
Cc1csc(NC(=O)CSc2nnc(Cn3c(=O)sc4ccccc43)n2-c2ccccc2)n1	100	94	99	2	96	0	97	97	98	12	x
COc1ccc2cc(CCNC(=O)c3ccc4c(c3)OCO4)c(=O)[nH]c2c1	96	99	93	-3	97	1	95	101	98	10	x
O=C1CCCC/C1=C/NCc1ccc(F)cc1	97	94	100	-54	97	0	98	102	94	-7	2
COc1cc(/C=N/NC(=O)CCc2ccccc2)ccc1O	101	101	96	-17	101	0	101	100	99	1	-2
O=C(CCN1C(=O)c2ccccc2C1=O)Nc1ccc(S(=O)(=O)N2CCOCC2)cc1	109	101	105	9	102	-4	103	102	97	17	x
CC12CN(S(=O)(=O)c3ccccc3)CC(C)(CN(S(=O)(=O)c3ccccc3)C1)C2	105	101	102	-23	101	-3	102	103	98	2	-14
O=C(c1ccco1)N1CCN(S(=O)(=O)c2cccc3nsnc23)CC1	104	100	101	-20	102	-1	101	101	97	-18	-6
CC(=O)Nc1ccc(NC2=CC(=O)CC(C)(C)C2)cc1	97	97	95	-12	97	-3	95	102	93	11	-1
CCOC(=O)c1ccc(NC(=O)CCn2nnc3ccccc32)cc1	103	98	101	-9	100	-1	99	105	98	-6	-20
COc1cc(CNc2nnnn2C)ccc1OCc1c(F)cccc1Cl	101	97	109	-9	97	-2	102	100	94	9	16
O=C(NCc1ccco1)c1cc2c(s1)CSC2	97	100	96	-24	99	-1	96	97	95	79*	x
Cc1cc(C)nc(N2CCCC(C(=O)NCc3ccccc3F)C2)n1 (stereo not given)	98	99	105	-31	100	-3	100	103	96	-7	21
CCOC(=O)c1cc(CC)sc1/N=C/C1C(=O)CC(C)(C)CC1=O	103	101	99	-30	101	-5	99	100	98	6	-7
CCCC(C(=O)NCC1CCCO1)N(Cc1ccco1)C(=O)CNS(=O)(=O)c1ccccc1 (stereo not given)	108	106	100	-1	101	-2	99	104	99	13	31
Cc1ccc2c(=O)cc(C(F)F)oc2c1	108	107	104	44	106	-4	107	96	100	21	-6
CC(=O)N1CCN(S(=O)(=O)c2cccc(C(=O)Nc3nccs3)c2)CC1	99	98	97	-19	96	0	97	100	98	9	5
O=S(=O)(NCC1CCCO1)c1cccc2nsnc12 (stereo not given)	104	102	101	2	100	3	106	100	101	8	x
Cc1c(Cl)cccc1NC(=O)CCC(=O)NNC(=O)c1ccccc1Cl	100	100	100	11	101	-1	101	98	100	3	-13
Cc1ccc(N(CC(N)=O)C2SC(=O)N(Cc3ccccc3)C2=O)cc1 (stereo not given)	103	101	98	-43	104	1	100	110	97	24	x
